Compound activity deposited in PubChem BioAssay by Icahn School of Medicine at Mount Sinai.
ROC1-CUL1 inh = blocks human RBX1-Cullin-1 di-ubiquitin formation; P62877+Q13616; in vitro K48 di-Ub FRET, acceptor:donor ratio, 45 min; inhibition, % at 10 µM; 140,000 tested, 0.6% active; in the data active means inhibition above about 25%
Target sequence (P62877 whole entry, looked up): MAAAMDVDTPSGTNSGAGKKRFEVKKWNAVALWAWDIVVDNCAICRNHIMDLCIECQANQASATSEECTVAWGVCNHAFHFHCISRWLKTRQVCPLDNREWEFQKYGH
Target sequence (Q13616 whole entry, looked up): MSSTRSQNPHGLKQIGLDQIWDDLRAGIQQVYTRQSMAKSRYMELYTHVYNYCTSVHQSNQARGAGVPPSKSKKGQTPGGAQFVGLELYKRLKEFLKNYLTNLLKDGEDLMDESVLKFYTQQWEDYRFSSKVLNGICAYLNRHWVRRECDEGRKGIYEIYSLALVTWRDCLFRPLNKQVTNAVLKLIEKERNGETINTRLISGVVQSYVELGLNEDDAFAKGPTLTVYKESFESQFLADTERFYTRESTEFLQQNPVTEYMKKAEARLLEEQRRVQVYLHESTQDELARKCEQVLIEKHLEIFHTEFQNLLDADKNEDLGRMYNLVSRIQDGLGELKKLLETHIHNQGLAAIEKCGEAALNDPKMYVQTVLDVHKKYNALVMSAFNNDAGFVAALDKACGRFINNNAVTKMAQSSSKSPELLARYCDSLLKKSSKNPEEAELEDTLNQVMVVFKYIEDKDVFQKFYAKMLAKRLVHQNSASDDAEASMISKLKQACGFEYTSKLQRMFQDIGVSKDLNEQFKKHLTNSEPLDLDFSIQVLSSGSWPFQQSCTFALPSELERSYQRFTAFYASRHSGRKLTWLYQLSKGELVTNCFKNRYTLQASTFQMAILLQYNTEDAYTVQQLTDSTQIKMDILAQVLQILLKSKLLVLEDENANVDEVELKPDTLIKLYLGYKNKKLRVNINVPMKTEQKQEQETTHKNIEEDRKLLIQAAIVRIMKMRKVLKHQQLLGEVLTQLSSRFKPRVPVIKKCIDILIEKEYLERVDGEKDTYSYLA
Active calls of the source: *. The list is partial. The share of hits here may be higher or lower than overall.

SMILES	ROC1-CUL1 inh
CCOC(=O)C1=C(C)n2c(s/c(=C/c3ccc(O)cc3)c2=O)=NC1c1ccc(O)c(OC)c1 (stereo unspecified)	7.0
COc1ccc(NCc2cc(Br)c(OCc3ccc(C)cc3)c(OC)c2)cc1	-7.8
Nn1c(SCC(=O)NC(=O)NCc2ccccc2)nc2sc3c(c2c1=O)CCCC3	-1.7
CCOC(=O)c1c(Cl)nc(Cl)c([N+](=O)[O-])c1Cl	-2.6
Nc1sc(-c2ccccc2)cc1C(=O)NNC(=S)NC1CCCCC1	7.5
O=C(Nc1ccccc1Oc1cccnc1)C1CCCN1Cc1ccoc1 (stereo unspecified)	6.6
Cc1cc(C)cc(C#C/C=C/c2cc3c(-c4ccccc4)cccc3c3ccccc23)c1	9.1
Cc1ccc(Cn2c(C(C)NC(=O)c3ccccc3)nc3ccccc32)cc1 (stereo unspecified)	-8.4
Cc1cc(OCC(=O)NNC(=S)NC(=O)c2ccccc2I)cc(C)c1Cl	9.0
CCc1ccc(CNCc2cccnc2N2CCCC(O)C2)cc1 (stereo unspecified)	-10.4
COc1ccc(N2C(=O)C3C(CCSC)NC4(C(=O)N(Cc5ccccc5F)c5ccccc54)C3C2=O)cc1 (stereo unspecified)	-3.3
O=C(CSc1nnc2ccc3ccccc3n12)c1ccc(F)cc1	5.7
CC(C)c1c(C(=O)N2CCN(Cc3ccccc3)CC2)cnn1-c1nccc(-c2cccs2)n1	8.0
Cc1ccc2c(=O)cc(C(=O)Nc3ccc(S(=O)(=O)N(C)Cc4ccccc4)cc3)oc2c1C	-5.1
CCOC(=O)c1ccc2oc(=O)n(Cc3ccccc3)c2c1	5.0
Cc1cc(NC(=O)c2ccc(Br)o2)ccc1Br	-2.2
Cc1nnc(NC(=O)c2ccc(Br)cc2)s1	-1.5
Cc1oc2ccc(O)c(CN3CCOCC3)c2c1C(=O)Nc1ccccc1	1.9
CCCc1ccc(C(=O)N2CCN(c3ccccc3)CC2)cc1	8.5
CC1=NN(C(=O)Cn2ccc([N+](=O)[O-])n2)C(O)(C(F)(F)F)C1 (stereo unspecified)	-6.4
COCC(=O)NC1CCCc2c1cnn2-c1ccc(C(C)(C)C)cc1 (stereo unspecified)	7.1
COc1cc(OC)c(NS(=O)(=O)c2cc3c(cc2C)NC(=O)CO3)cc1Cl	0.9
Cc1ccc(CCNC(=O)c2cn(C)c3ccc(S(=O)(=O)N4CCCCC4)cc3c2=O)cc1	8.4
Cc1ccccc1CN1C(=O)c2ccccc2S(=O)c2ccc(C(=O)N3CCOCC3)cc21 (stereo unspecified)	-5.5
COc1ccc(-c2cc(C(F)(F)F)nc(SCC(=O)NCc3ccc(F)cc3)n2)cc1	-3.3
O=C(c1ccc(COc2ccc(Br)cc2)cc1)N1CCN(Cc2ccccc2)CC1	-9.2
CSc1c(CN2CCN(c3ccccc3)CC2)c2ccccc2n1C	5.3
CCOC(=O)c1[nH]c2c(c1Cc1ccccc1)C(=O)CC(c1ccc(OC)cc1)C2 (stereo unspecified)	7.7
CC(C)CCn1c(=O)c2c(nc3oc(-c4ccccc4)cn32)n(C)c1=O	3.4
CC(=O)c1c(C)c2ccccc2oc1=O	-7.2
COc1ccc(-c2nc(S(=O)(=O)c3ccc(C)cc3)c(N3CCCCC3)o2)cc1	4.5
COc1cc(NC(=O)c2sc3nc4c(cc3c2N)CCCC4)cc(OC)c1	-0.1
COC(=O)C1CCN(CC(O)COc2ccc(CN3CCNC(=O)C3(C)C)cc2)CC1 (stereo unspecified)	1.4
CN1CCN(C(=O)CSc2nc(-c3ccccc3)c(-c3ccccc3)o2)CC1	5.9
COC(=O)c1cc2nc(-c3ccccc3)cc(C(F)(F)F)n2n1	6.2
CCCCCCCOC(=O)c1ccc(NC(=O)C2CCCN2S(=O)(=O)c2ccccc2)cc1 (stereo unspecified)	2.1
O=C(OCn1cncn1)c1ccc(Cl)cc1Cl	6.0
CCC(=O)Nc1ccccc1-c1nc2ccccc2n(C(C)C(=O)Nc2ccc(OC)cc2)c1=O (stereo unspecified)	-12.7
CCOc1ccc(Br)cc1CNCC1CCCO1 (stereo unspecified)	8.8
COC(=O)c1cccc(N2C(=O)C3C4c5ccccc5C(C=O)(c5ccccc54)C3C2=O)c1 (stereo unspecified)	-9.2
CCC(C)NC(=O)c1[nH]c2cc(C)ccc2c1Sc1ccc(Cl)cc1 (stereo unspecified)	3.6
Cn1c(Cc2ccccc2)nnc1SCC(=O)Nc1ccc(I)cc1	2.4
COc1cc(C(=O)Oc2ccc(Sc3ccc(O)cc3)cc2)cc(OC)c1OC	1.9
Cc1nn(-c2ccccc2)c2nccc(-c3ccccc3)c12	-2.1
CC(C)c1ccccc1NC(=O)Cn1cnc2c1c(=O)n(C)c(=O)n2C	12.7

By substructure: the compounds so far containing an aryl thioether with sulfur outside any ring.
SMILES	ROC1-CUL1 inh
Nn1c(SCC(=O)NC(=O)NCc2ccccc2)nc2sc3c(c2c1=O)CCCC3	-1.7
O=C(CSc1nnc2ccc3ccccc3n12)c1ccc(F)cc1	5.7
COc1ccc(-c2cc(C(F)(F)F)nc(SCC(=O)NCc3ccc(F)cc3)n2)cc1	-3.3
CSc1c(CN2CCN(c3ccccc3)CC2)c2ccccc2n1C	5.3
CN1CCN(C(=O)CSc2nc(-c3ccccc3)c(-c3ccccc3)o2)CC1	5.9
CCC(C)NC(=O)c1[nH]c2cc(C)ccc2c1Sc1ccc(Cl)cc1 (stereo unspecified)	3.6
Cn1c(Cc2ccccc2)nnc1SCC(=O)Nc1ccc(I)cc1	2.4
COc1cc(C(=O)Oc2ccc(Sc3ccc(O)cc3)cc2)cc(OC)c1OC	1.9

The listing continues.
SMILES	ROC1-CUL1 inh
Cc1ccc(Cl)c(-n2nnc(C(=O)Nc3ccccc3Cl)c2C)c1	6.4
CCCc1cc(C(=O)N2CCCC(CO)(Cc3ccc(F)cc3)C2)n(C)n1 (stereo unspecified)	-7.8
CCOc1cc(CNC(=O)C2COc3ccccc3C2)cc(OCC)c1OCC (stereo unspecified)	-0.1
Nc1cccc2c1C(=O)N(c1cccc(F)c1)C2=O	-1.4
CCn1cc(C(=O)N(C)Cc2ccccc2)c(=O)c2cc(S(=O)(=O)N3CCCCCC3)ccc21	4.6
O=C(O)c1ccc2c(c1)C(=O)N(c1ccc(Cl)c(C(=O)O)c1)C2=O	5.3
COc1ccc(N2CCN(S(=O)(=O)c3ccc4[nH]c(=O)[nH]c4c3)CC2)cc1	6.1
COC(=O)c1ccccc1NS(C)(=O)=O	2.2
O=c1c2cnn(-c3ccc(F)cc3)c2ncn1Cc1ccc(F)cc1	-8.0
O=C(NNC(=S)NC(=O)c1ccccc1)NNC(=S)NC(=O)c1ccccc1	1.0
CCCCSCCCNC(=O)C1CCC(CNS(=O)(=O)c2c(C)cc(C)cc2C)CC1 (stereo unspecified)	-8.5
CCOc1cc(C(=O)Nc2cc3c(cc2N2CCOCC2)n(C)c(=O)n3C)cc(OCC)c1OCC	5.9
Cc1ccc(-c2nc3ncccc3o2)cc1NC(=O)c1ccccc1Br	-3.0
O=S(=O)(NCc1cccnc1)c1ccccc1	-3.2
CCC(C)c1ccccc1NC(=O)c1ccc(OC)c(Cl)c1 (stereo unspecified)	-2.8

Structures above that contain a nitro group on carbon (two):
SMILES	ROC1-CUL1 inh
CCOC(=O)c1c(Cl)nc(Cl)c([N+](=O)[O-])c1Cl	-2.6
CC1=NN(C(=O)Cn2ccc([N+](=O)[O-])n2)C(O)(C(F)(F)F)C1 (stereo unspecified)	-6.4

The results go on.
SMILES	ROC1-CUL1 inh
COc1cccc(-c2cc3c(c(OC)c2)OCCN(Cc2ccccc2)C3)n1	2.9
CCOC(=O)c1ccc(NC(=O)c2c(NCc3cccs3)sc3c2CCCC3)cc1	-7.2
CCOc1ccc(S(=O)(=O)NCCc2sc(-c3ccc(C)cc3)nc2C)cc1	-2.6
CSc1ccc(Cn2nnc(C(=O)Nc3ccc(C)cc3Cl)c2N)cc1	-0.9
COc1cccc(NC(=O)Cn2c(=O)n(-c3ccc(Cl)cc3)c(=O)c3sc4ccccc4c32)c1	1.2
COc1ccccc1/C=C/c1nn2c(-c3ccccc3)nnc2s1	5.0
N#Cc1c(-c2ccccc2)cc(-c2cccs2)nc1SCCN1CCOCC1	0.5
Cc1ccc(Cl)cc1N1CCN(C(=O)c2noc3c2CCCC3)CC1	-10.8
CC(C)c1nc2cc(C(=O)N3CCC(N(C)C)C3)ccc2o1 (stereo unspecified)	4.2
CC(=O)NCC(=O)NC1CC(C)(C)Cc2nc(C(C)(C)C)ncc21 (stereo unspecified)	1.7
COc1cc(/C=N/NC(N)=S)c(Br)cc1OCCO	4.6
CCOc1nc2c(c(=O)n(C)c(=O)n2C)n1Cc1cccc(F)c1	3.2
Cc1ccc(-n2c(SCC(=O)N/N=C/c3ccccn3)nnc2-c2ccccc2)cc1	-6.8
CCN(CC)c1ccc(/C=C2\SC(=Nc3ccccc3C)N(c3ccccc3C)C2=O)cc1	0.2
C=Cc1ccc(Cn2c(C(=O)O)c(CNCc3ccccc3)c3ccc(OC)cc32)cc1	-4.7

Part of the list above, in CSV form:
canonical_smiles,ROC1-CUL1 inh
Nn1c(SCC(=O)NC(=O)NCc2ccccc2)nc2sc3c(c2c1=O)CCCC3,-1.7
CCOc1ccc(Br)cc1CNCC1CCCO1 (stereo unspecified),8.8

(next part)
SMILES	ROC1-CUL1 inh
Cc1ccc(C(=O)C(OC(=O)c2ccco2)c2ccccc2)cc1 (stereo unspecified)	7.9
Cc1ccc(OCCSc2nc3ccccc3n2CCC(=O)O)cc1	7.1
CN1CCC(N(C)CC2(O)CCCN(CCc3ccccc3)C2=O)CC1 (stereo unspecified)	-3.5
COC(F)(C(=O)Nc1nc(-c2ccc(C)cc2)cs1)C(F)(F)F (stereo unspecified)	11.6
O=C(NNC1CCCCCC1)c1cc2ccccc2[nH]1	-4.6
O=C(NCc1ccccc1Cl)C1CCC(CNS(=O)(=O)c2ccc(Cl)cc2)CC1 (stereo unspecified)	-2.5
CCOc1ccc2c(c1)-c1c(ssc1=Nc1ccc(C(C)C)cc1)C(C)(C)N2C(=O)Nc1ccc(Cl)c(Cl)c1	-8.6
CC1=Nc2ccccc2N=C(C)C1	2.7
Cc1ccc(C(=O)Nc2cc3c(cc2C)n(C)c(=O)c(=O)n3C)cc1	-2.0
Cc1ccc(C)c(NC(=O)CN2C(=O)C(C)(C)c3ccccc32)c1	-3.8
COc1cc(I)c(OC)cc1I	1.5
COc1ccc(N=C2C(=Nc3ccc(OC)cc3)N(S(=O)(=O)c3ccccc3)C(=S)N2c2ccc(OC)cc2)cc1	-1.3
CCc1ccc(NC(=O)c2ccc(C(C)(C)C)cc2)cc1	0.3
CCOc1ccc(C(C2C(=O)C=C(C)N(CCOC)C2=O)N2CCN(c3ccccc3)CC2)cc1 (stereo unspecified)	4.8
c1ccc(-n2nnnc2SCc2ccc3c(c2)OCO3)cc1	-7.4
COc1ccc(-c2nc3ccc(NS(=O)(=O)c4ccc(Cl)cc4)cc3o2)cc1	7.1
COC(=O)c1c(C)oc2ccc(N(C(=O)c3ccncc3)S(=O)(=O)c3ccc(F)cc3)cc12	0.2
Cc1ccc(NC(=O)C2CCN(S(=O)(=O)c3cccs3)CC2)cc1C	-2.7
COc1ccc(NC(=O)Cn2cc(S(=O)(=O)Cc3ccc(F)cc3)c3ccccc32)cc1OC	-1.7
COc1ccc(CNCCc2ccco2)cc1OCC(O)CN1CCCC1 (stereo unspecified)	4.8
COc1ccc(NC(=O)Cc2ccc(NC(=O)N3CCCCc4ccccc43)cc2)c(OC)c1	-5.2
Cc1cnc(C)c(-c2ccc3c(c2)CC(CNC(=O)C2(c4ccc(Cl)cc4)CCC2)O3)n1 (stereo unspecified)	5.5
CC1(C)CC(=O)C2=C(C1)OC(=N)C(C#N)C2c1cn(Cc2ccc(Br)cc2)nc1-c1ccccc1 (stereo unspecified)	-7.5
O=C(c1ccsc1)N1CCCC(N2CCN(c3ccccc3F)CC2)C1 (stereo unspecified)	-3.2
Cc1nn(Cc2ccccc2)c(=O)n1C	2.5
Cc1ccc(OCc2ccc(-c3nc(C#N)c(NCc4ccccc4Cl)o3)o2)cc1	-0.9
COCCNC(=O)c1cnn2c(-c3ccccc3)cc(-c3ccccc3)nc12	-1.8
CNC(=S)NN(C)c1nc(C)cc(C)n1	-7.4
CC(=O)c1ccc(N2CCN(C(=O)c3cc4ccc5cccnc5c4[nH]3)CC2)cc1	-8.4
Fc1ccc(Oc2nc3ccccc3nc2Oc2ccc(F)cc2F)c(F)c1	-6.9
Cc1ccnc(NC(=O)c2ccc(Cl)c(NC(=O)c3ccco3)c2)c1	3.4
CCn1nc(C(=O)Nc2ccccc2F)c(Cl)c1Cl	1.3
CCc1cccc2c(SCC(=O)N3CCCCC3)nc(-c3ccc(F)cc3)nc12	-6.3
Cc1ccc(C(=O)NC(=S)NCc2cccnc2)cc1C	1.1
Cc1cccc(/C=C/C(=O)C2C=C(Br)C=CC(=O)C2=O)c1 (stereo unspecified)	-2.9
Cc1ccc(CN2C(=O)C3(c4ccccc42)N(c2cccc(F)c2)C(=O)CS3(=O)=O)cc1 (stereo unspecified)	-0.2
O=C(NCC1(COc2ccccc2)CC1)Nc1nn[nH]n1	-5.9
OC1(c2ccc3ccccc3c2)CCN(Cc2ccccc2)C1 (stereo unspecified)	5.4
COCCn1c(CN2CCC[C@H]2CO)cnc1S(=O)(=O)C1CCCCCC1	6.8
CCCSc1nnc2c(n1)OC(c1ccccc1OC)Nc1ccccc1-2 (stereo unspecified)	2.4
Cc1c(CC(=O)NCC(N)=O)c2c(n1C1CCCCC1)CC(C)(C)CC2=O	16.0
c1ccc(C2=NC(c3ccccc3)(c3ccccc3)c3ccccc3N2)cc1	-4.3
COc1ccccc1CCc1nc2ccccc2n1C1CCN(C(=O)C2CCC2)CC1	-4.1
Cc1cc(C(F)(F)F)nc(CCNC(=O)Cn2cc(NC(=O)CSc3ccccc3)cn2)n1	-4.7
CC(C)(C)c1ccc(S(=O)(=O)N2CCN(C(=O)c3ccncc3)CC2)cc1	-1.0
CCOC(=O)c1c(NC(=O)/C=C/c2ccc(OC)c(OC)c2)sc(C(C)=O)c1C	0.2

Arranged by value in ROC1-CUL1 inh (falling): some entries from above.
SMILES	ROC1-CUL1 inh
OC1(c2ccc3ccccc3c2)CCN(Cc2ccccc2)C1 (stereo unspecified)	5.4
CCOC(=O)c1c(NC(=O)/C=C/c2ccc(OC)c(OC)c2)sc(C(C)=O)c1C	0.2
COc1ccccc1CCc1nc2ccccc2n1C1CCN(C(=O)C2CCC2)CC1	-4.1
